FN deposition inh: fibronectin deposition inhibition | 350,000 tested, 0.086% active | AH1F fibroblasts, Alexa488-fibronectin deposition fluorescence, overnight | AID 743247 | inhibition, % at 12.6 µM;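 active means mean inhibition across replicates of 30% or more, regardless of how many single replicates reach that level; inconclusive means mean under 30% yet at least half of replicates reach 30%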;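 further: positive control wells lacked labelled fibronectin entirely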
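Assay system: AH1F fibroblast monolayer, labelled fibronectin deposition. Amount: 10000 cells per well. Also added: labelled fibronectin 24 nM. Compound: single-point pinned compound. Incubation: cell attachment 1 h, compound and FN exposure overnight. Detection: fluorescence after three HBSS washes, excitation 485 nm, emission 525 nm. Read-out: inhibition of fibronectin deposition signal.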
Casp6 inh: caspase-6 (human) enzyme inhibition | purified caspase-6, Z-VEID-R110 cleavage fluorescence | 350,000 tested, 0.53% active | inhibition, % at 12.5 µM | P55212 | AID 686996;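 active means mean inhibition across replicates at least about 35%, with every replicate also reaching that limit, limit read from the data; inconclusive means only one of the two criteria met; inactive means neither criterion met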;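 further: 0% = median of neutral control wells and 100% = no fluorescence left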
Target sequence (P55212 24-179 limits assumed): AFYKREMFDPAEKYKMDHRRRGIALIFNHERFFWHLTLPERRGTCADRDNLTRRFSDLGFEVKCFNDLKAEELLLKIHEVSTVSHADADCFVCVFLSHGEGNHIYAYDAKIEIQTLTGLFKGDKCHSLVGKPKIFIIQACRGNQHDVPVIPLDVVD
Target sequence (P55212 194-293 limits assumed): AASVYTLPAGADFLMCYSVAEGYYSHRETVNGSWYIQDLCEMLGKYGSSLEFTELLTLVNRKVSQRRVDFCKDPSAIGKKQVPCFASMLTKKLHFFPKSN
SIRT5 inh: sirtuin-5 (human) deacylase inhibition | Purified SirT5, succinyl-peptide AMC, trypsin-coupled fluorescence | inhibition, % at 15 µM | 330,000 tested, 1.1% active | Q9NXA8; in the data active means inhibition above about 15%; inconclusive means no clear call, values can overlap the other calls
Target sequence (Q9NXA8 whole entry, looked up): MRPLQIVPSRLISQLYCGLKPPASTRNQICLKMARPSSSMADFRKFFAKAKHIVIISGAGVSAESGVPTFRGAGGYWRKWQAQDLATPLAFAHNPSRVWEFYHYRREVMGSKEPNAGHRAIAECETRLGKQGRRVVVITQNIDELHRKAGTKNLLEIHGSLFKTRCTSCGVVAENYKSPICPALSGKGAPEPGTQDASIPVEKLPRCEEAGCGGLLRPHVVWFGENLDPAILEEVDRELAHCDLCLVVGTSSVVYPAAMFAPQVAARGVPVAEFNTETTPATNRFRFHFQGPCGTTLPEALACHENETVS
LGR2 inh: blocks bursicon-induced cAMP signaling via Drosophila LGR2; HEK293 LGR2, CRE-luciferase, bursicon-stimulated, 4 h; inhibition, % at 9.99 µM; 380,000 tested, 0.35% active;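 active means drop in luminescence signal, shown as inhibition above about 50% in the replicate tests, limit read from the data, passing the limit was not always enough; inconclusive means probably only some replicates passing the limit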;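 further: agonist challenge used bursicon conditioned medium at about half maximal strength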
C2C12 statin: protects C2C12 myotubes from simvastatin toxicity; 330,000 tested, 0.78% active; ATP luminescence, 48 h; scaled: DMSO 0, geranylgeraniol control 100; AID 602340; rescue of ATP level, % at 7.49 µM;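 active means mean ATP rescue above about 67%, or every replicate alone reaching that limit, limit read from the data, passing the limit was not always enough; inconclusive means no clear call, values can overlap the other calls; inactive means mean under the limit and some replicate under it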;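 further: myotubes were challenged with 10 µM simvastatin during compound exposure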
esBAF inh: blocks esBAF chromatin remodeling in mouse ES cells. Bmi1-luciferase knock-in reporter, 24 h; 100% = twice the neutral-well signal. 350,000 tested, 2% active. reporter increase, % at 12.5 µM. AID 602393; in the data active means activation above about 40%; inconclusive means no clear call, values can overlap the other calls;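 further: 0% = median of the plate's neutral control wells and 100% = double that signal; a rise in the Bmi1 reporter signal indicates esBAF inhibition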
S100A4 inh HTS: S100A4-myosin IIA interaction inhibition. P26447. S100A4/TAMRA-MyoIIA peptide fluorescence polarization. 360,000 tested, 0.14% active. inhibition, % at 10.7 µM;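 active means mean inhibition of at least 70% across replicates, with every replicate also reaching that level; inconclusive means mean inhibition reaches 70% but some replicates fall short; inactive means mean inhibition below 70%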
Target sequence (P26447 whole entry, looked up): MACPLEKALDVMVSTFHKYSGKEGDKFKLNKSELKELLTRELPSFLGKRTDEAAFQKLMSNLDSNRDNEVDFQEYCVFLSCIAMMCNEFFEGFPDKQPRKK
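Assay system: human S100A4 monomer with TAMRA-labelled myosin IIA peptide / Buffer or medium: Calcium-containing HEPES buffer, pH 7.2 / Reagent: TAMRA-labelled myosin IIA heavy-chain peptide probe, 5 nM / Compound: one dose per compound / Timing: polarization read 5 min after assay mix addition, stable 5–60 min / Benchmarks: neutral control DMSO, positive control TFP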
Starred values were filed as active, the others as inactive; u = inconclusive; x = not tested or not shown; & = joins results of further samples.

| smiles | C2C12 statin | LGR2 inh | Casp6 inh | SIRT5 inh | FN deposition inh | esBAF inh | S100A4 inh HTS |
| --- | --- | --- | --- | --- | --- | --- | --- |
| C[C@@H]1CN([C@H](C)CO)C(=O)Cc2cc(NS(=O)(=O)c3ccc(F)cc3)ccc2O[C@H]1CN(C)Cc1ccc(C(=O)Nc2ccccc2N)cc1 | x | 0 | 1 | -2 | x | x | -5 |
| Nc1ccc2c(c1)CC(=O)c1ccccc1S2 | -1 | x | -2 | -1 | -2 | -4 | -3 |
| Cc1ccc(CN2C(=O)CCC2(C)c2nnnn2-c2ccc3c(c2)OCCO3)cc1 (stereo not given) | x | -8 | 1 | x | 1 | x | 2 |
| COc1ccc(COC(=O)N/N=C(\C)CC(=O)Nc2ccc(Cl)cn2)cc1 | x | 2 | -1 | -35 | 3 | x | -7 |
| CCOc1ccc(-c2[nH]ncc2Oc2cccc(OC)c2)c(O)c1 | -28 | 4 | x | x | x | -1 | x |
| C=Cc1ccc(Cn2c(C)c(C(=O)NCc3ccc4c(c3)OCO4)sc2=O)cc1 | 26 | -5 | 0 | x | -4 | 6 | -4 |
| Cc1ccnc(NS(=O)(=O)c2ccc(NC(=O)C3CCCCC3)cc2)n1 | 35 | -1 | x | x | x | 5 | x |
| O=C(NC1CC1)c1sc2cc(Cl)ccc2c1Cl | -6 | -33 | -2 | -1 | -3 | 44* | 5 |
| Cc1c(Cc2ccccc2)c(=O)oc2cc(OCC(=O)N3CCC(C(=O)O)CC3)ccc12 | 11 | 1 | -3 | -35 | x | 3 | 8 |
| COCc1cc(C)nc(SCC(=O)Oc2ccccc2)c1C#N | 35 | -6 | -3 | -4 | -10 | -9 | 3 |
| Cc1ccc(C(C)C)c(OCCNCc2ccccc2)c1 | -13 | 8 | -5 | 0 | -5 | -6 | -2 |
| Cc1ccc(NC2=CC(=O)CC(C)(C)C2)cc1F | 5 | 3 | -3 | -2 | -1 | -6 | 1 |
| C[C@@H]1CCCCO[C@H](CN(C)C(=O)Nc2ccc(F)cc2)[C@@H](C)CN([C@@H](C)CO)C(=O)c2cc(NS(=O)(=O)c3ccc(Cl)cc3)ccc2O1 | x | 19 | 3 | 3 | -6 | -1 | 1 |
| CC(=O)Nc1ccc2c(c1)C(=O)N(C)[C@H]1CC[C@@H](CC(=O)NCCCN3CCOCC3)O[C@@H]1CO2 | 10 | 6 | 1 | -4 | -5 | 6 | 8 |
| CSc1ccccc1NC(=O)Cn1ccsc1=N | x | -8 | -1 | 5 | -1 | x | -1 |
| C[C@H]1CN([C@@H](C)CO)C(=O)Cc2cc(NC(=O)c3ccncc3)ccc2O[C@@H]1CN(C)CC1CCCCC1 | 59 | -7 | 2 | 6 | x | -3 | -3 |
| O=S(=O)(O)c1cc2onnc2c2ccccc12 | 6 | -18 | 21 | -4 | -6 | 2 | 10 |
| O=C(COC(=O)C1=COCCO1)NC(=O)c1ccc(OC(F)F)cc1 | -4 | 10 | 0 | -5 | 8 | -1 | -3 |
| CSc1cccc(NC(=S)N(Cc2ccccc2)Cc2cccnc2)c1 | x | 22 | -4 | -2 | 10 | x | -2 |
| C[C@H](CO)N1C[C@H](C)[C@H](CN(C)Cc2ccncc2)Oc2ccc(NC(=O)Nc3ccc(C(F)(F)F)cc3)cc2C1=O | 4 | -13 | -2 | 2 | x | 5 | 5 |
| CN1CCN(c2ccc(S(=O)(=O)N3CCCCC3)cc2NC(=O)/C=C/c2ccc(Cl)c([N+](=O)[O-])c2)CC1 | 1 | 0 | -2 | 6 | -5 | -5 | -3 |
| C=CCN=C1SC(C)(C)C(=O)N1S(=O)(=O)c1ccc(C)cc1 | 7 | x | -2 | -1 | 6 | 11 | -12 |
| COc1ccc(NC(=O)Nc2ccc3c(c2)[C@H]2C[C@H](CC(=O)N4CCc5ccccc5C4)O[C@@H](CO)[C@H]2O3)cc1 | -35 | 5 | 3 | 4 | 17 | 4 | -4 |
| COc1ccc(NC(=O)CCN2C(=O)/C(=C/c3ccc4c(c3)OCO4)SC2=S)cc1 | -5 | -10 | 0 | -5 | -1 | 7 | 3 |
| CCCCN1CC(COc2ccccc2)OC1=O (stereo not given) | -22 | 13 | x | x | x | -1 | x |
| CCS(=O)(=O)Nc1ccc2c(c1)C(=O)N(C)[C@H]1CC[C@H](CC(=O)NCCCN3CCOCC3)O[C@@H]1CO2 | x | 2 | 1 | -1 | -6 | x | 46 |
| NC(N)=Nc1nc(C2COc3ccccc3O2)cs1 (stereo not given) | x | -50 | 6 | -3 | -1 | x | 2 |
| COc1ccccc1NS(=O)(=O)c1cccc(NC(=O)c2ccc3ccccc3n2)c1 | 110* | 8 | 1 | 2 | 10 | 24 | -28 |
| c1csc(-c2nc3ccccn3c2NC2CCCCC2)c1 | x | -28 | 5 | -10 | 1 | x | -5 |
| Cc1ccc(NC(=O)CSc2nnnn2C2CC2)cc1S(=O)(=O)N1CCOCC1 | x | 3 | 3 | 0 | 2 | x | 0 |
| CC(=O)N1CCN(C(=O)CCNS(=O)(=O)c2ccccc2)CC1 | 7 | 0 | -2 | 0 | -1 | 11 | -1 |
| O=C(C[C@@H]1CC[C@@H]2[C@H](COC[C@@H](O)CN2Cc2ccccc2)O1)NCc1ccccc1Cl | 21 | 16 | 1 | -2 | -1 | -1 | 0 |
| CCn1c(C)nnc1SCC(=O)Nc1ccccc1OC | 9 | 13 | -3 | -3 | -2 | 5 | 4 |
| CCN(C(=O)COC(=O)c1nccnc1N)c1cccc2ccccc12 | 9 | 17 | 0 | x | -1 | 0 | -3 |
| C[C@H]1CN([C@@H](C)CO)C(=O)CCCn2nncc2CO[C@H]1CN(C)C(=O)Cc1ccccc1 | 3&-1&-1 | -1&6 | -2&3&-1 | -1&1&4 | 0&-8 | -9&2&-5 | 3&0&11 |
| COc1cc(NC(=O)COc2ccccc2)ccc1NC(=O)c1ccco1 | 14 | -18 | 2 | x | 3 | 15 | -1 |
| CCn1ccnc1CN(C)Cc1cn[nH]c1-c1ccc(F)cc1F | -2 | -18 | -5 | -2 | 0 | 0 | 5 |
| CCc1cccc(OCCN2CCCC2)c1 | -7 | 0 | -10 | -3 | -14 | 7 | 6 |
| COc1ccc(C#Cc2cnc3c(c2)C(=O)N([C@H](C)CO)C[C@H](C)[C@H](CN(C)C(=O)Nc2cccc4ccccc24)O3)cc1OC | 26 | -1 | 4 | 3 | x | 1 | 2 |
| O=C(CCn1c(=S)[nH]c2ccccc2c1=O)NCCCN1CCCC1=O | -9 | x | x | x | 14 | -2 | x |
| COc1cccc(CNC(=O)[C@@H]2CCCN2C(=O)[C@@H]2CCCN2C(=O)OC(C)(C)C)c1 | x | 10 | -2 | 0 | 6 | x | 3 |
| COc1ccccc1NC(=O)N[C@H]1CC[C@@H](CCn2cc(C3(O)CCCC3)nn2)O[C@H]1CO | -12 | 7 | 2 | -2 | -15 | -1 | 5 |
| COc1ccc(S(=O)(=O)N(C)C[C@@H]2Oc3ccc(NC(=O)Nc4ccc(C(F)(F)F)cc4)cc3CC(=O)N([C@@H](C)CO)C[C@@H]2C)cc1 | -146 | -10 | 2 | 10 | x | 1 | -6 |
| CCCC(=O)N1CCC1(C)C(=O)Nc1ccc(-n2cncn2)cc1 (stereo not given) | -3 | 5 | -3 | x | 1 | 0 | -1 |
| Cc1ccc(C(=O)C2CCN(S(=O)(=O)c3ccc(C(=O)O)cc3)CC2)cc1 | -1 | 4 | x | -2 | 0 | 2 | -2 |
| O=C(CSc1nnc(C2CC2)n1C1CC1)c1cc(F)ccc1F | -2 | 20 | 0 | -2 | x | -3 | -3 |
| COC(=O)C1=NNC(C(=O)OC)C1c1ccccc1 (stereo not given) | x | -7 | 0 | x | x | x | -1 |
| O=C(Cc1ccccn1)NCC[C@@H]1CC[C@@H](NC(=O)CN2CCOCC2)[C@@H](CO)O1 | -1 | -8 | -5 | 8 | -11 | -2 | 2 |
| COC(=O)C1=C2CC[C@H](CO)NC(=O)N[C@H](Cc3ccccc3)C(=O)NCc3cn(nn3)C[C@@H](Cc3ccccc3)NC(=O)c3oc(c(C(=O)OC)c3C(=O)OC)CC[C@H](CO)NC(=O)N[C@H](Cc3ccccc3)C(=O)NCc3cn(nn3)C[C@@H](Cc3ccccc3)NC(=O)C(=C1C(=O)OC)O2 | x | x | 1 | 4 | x | x | 3 |
| O=C(C[C@H]1CC[C@@H]2[C@H](COC[C@@H](O)CN2C(=O)Nc2cccc(F)c2)O1)NCCCN1CCOCC1 | 13 | -4 | -4 | 2 | 4 | 13 | 17 |
| COc1cc(/C=C/c2ccc3c(Br)cc(Br)c(O)c3n2)ccc1O | -20 | -1 | -2 | 0 | 7 | 6 | -5 |
| C[C@H]1CN([C@@H](C)CO)C(=O)c2cccc(NC(=O)C3CCOCC3)c2O[C@@H]1CN(C)Cc1ccc2c(c1)OCO2 | -25 | -9 | 2 | 1 | -3 | -1 | 10 |
| COc1ccc(CNC(=S)Nc2ccccc2Cl)cc1 | 3 | 10 | 0 | -2 | 1 | -2 | -3 |
| Cc1nn(C2CCS(=O)(=O)C2)c(Cl)c1/C=C/C(=O)OCC(=O)N(C)C (stereo not given) | 6 | 1 | -3 | 5 | 0 | 2 | 2 |
| Cc1ccc(OCC(=O)N(C)CCc2ccccn2)cc1 | u | -6 | -2 | -2 | 2 | -1 | -1 |
| CCOC(=O)C1=C[C@@H](c2ccccc2)N(S(=O)(=O)c2ccc(C)cc2)[C@H]1c1cccc(Cl)c1 | 34 | -2 | -4 | -1 | -9 | 2 | -2 |
| CC(C)C#Cc1cnc2c(c1)C(=O)N([C@H](C)CO)C[C@@H](C)[C@H](CN(C)Cc1ccccc1F)O2 | 15 | -1 | 0 | 0 | 7 | 5 | -6 |
| CC(C)NC(=O)N(C)C[C@H]1Oc2ccc(NS(=O)(=O)c3ccccc3)cc2CC(=O)N([C@@H](C)CO)C[C@@H]1C | 16 | 7 | x | x | x | 2 | x |
| CC(=O)NS(=O)(=O)c1ccc(NC(=O)c2cccc3ccccc23)cc1 | 4 | 11 | 1 | -1 | 7 | 20 | 3 |

A second format for 4 compounds above.
C=Cc1ccc(Cn2c(C)c(C(=O)NCc3ccc4c(c3)OCO4)sc2=O)cc1
  C2C12 statin = 26; LGR2 inh = -5; Casp6 inh = 0; SIRT5 inh = x; FN deposition inh = -4; esBAF inh = 6; S100A4 inh HTS = -4

Cc1ccnc(NS(=O)(=O)c2ccc(NC(=O)C3CCCCC3)cc2)n1
  C2C12 statin = 35; LGR2 inh = -1; Casp6 inh = x; SIRT5 inh = x; FN deposition inh = x; esBAF inh = 5; S100A4 inh HTS = x

O=C(NC1CC1)c1sc2cc(Cl)ccc2c1Cl
  C2C12 statin = -6; LGR2 inh = -33; Casp6 inh = -2; SIRT5 inh = -1; FN deposition inh = -3; esBAF inh = 44*; S100A4 inh HTS = 5

Cc1c(Cc2ccccc2)c(=O)oc2cc(OCC(=O)N3CCC(C(=O)O)CC3)ccc12
  C2C12 statin = 11; LGR2 inh = 1; Casp6 inh = -3; SIRT5 inh = -35; FN deposition inh = x; esBAF inh = 3; S100A4 inh HTS = 8

Full records, looked up by structure. Order of screens: C2C12 statin, LGR2 inh, Casp6 inh, SIRT5 inh, FN deposition inh, esBAF inh, S100A4 inh HTS
`CC(C)NC(=O)N(C)C[C@H]1Oc2ccc(NS(=O)(=O)c3ccccc3)cc2CC(=O)N([C@@H](C)CO)C[C@@H]1C` is entered as 16, 7, x, x, x, 2, x
`CC(=O)Nc1ccc2c(c1)C(=O)N(C)[C@H]1CC[C@@H](CC(=O)NCCCN3CCOCC3)O[C@@H]1CO2` is entered as 10, 6, 1, -4, -5, 6, 8

Not all compounds are listed. The share of hits here may be higher or lower than overall.
